TIM10 inh = TIM10 yeast growth inhibition. S. cerevisiae TIM10 strain growth, BacTiter-Glo luminescence, 24 h. inhibition, % at 10 µM. 1.4% of 330,000 active. AID 463195;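 active = inhibition of 40% or more at the single tested concentration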;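 note: wild-type TIM10 isogenic control strain grown at permissive 25 °C; 0% = DMSO yeast wells and 100% = minimal medium wells without yeast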
A3A deaminase = blocks human APOBEC3A ssDNA deamination; P31941; recombinant A3A, FAM/TAMRA ssDNA deamination fluorescence; inhibition, % at 20 µM; 0.41% of 330,000 active; AID 493011;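 active = at least 40% inhibition at 20 µM here, with at most 30% in a related deaminase screen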;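 note: plate controls were A3A with DMSO for no effect and wells lacking A3A enzyme for full effect; some results filed as inactive read as strong as hits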
Target sequence (P31941 whole entry, looked up): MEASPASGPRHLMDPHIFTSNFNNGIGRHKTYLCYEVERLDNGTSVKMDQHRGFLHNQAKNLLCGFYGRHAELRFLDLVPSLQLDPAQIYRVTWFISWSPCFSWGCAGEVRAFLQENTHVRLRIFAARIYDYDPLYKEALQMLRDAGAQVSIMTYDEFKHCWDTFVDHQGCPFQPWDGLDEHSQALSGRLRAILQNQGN
A3G deaminase = APOBEC3G (human) deaminase inhibition; Q9HC16; recombinant A3G, ssDNA deamination FAM/TAMRA fluorescence; inhibition, % at 20 µM; 0.28% of 330,000 active; AID 493012;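 active = inhibition of at least 40% at 20 µM, with no more than 30% in the related APOBEC3A deaminase screen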;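 note: plate controls were DMSO wells with A3G for no effect and wells lacking A3G enzyme for full effect; some compounds called inactive have numbers as strong as hits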
Target sequence (Q9HC16 whole entry, looked up): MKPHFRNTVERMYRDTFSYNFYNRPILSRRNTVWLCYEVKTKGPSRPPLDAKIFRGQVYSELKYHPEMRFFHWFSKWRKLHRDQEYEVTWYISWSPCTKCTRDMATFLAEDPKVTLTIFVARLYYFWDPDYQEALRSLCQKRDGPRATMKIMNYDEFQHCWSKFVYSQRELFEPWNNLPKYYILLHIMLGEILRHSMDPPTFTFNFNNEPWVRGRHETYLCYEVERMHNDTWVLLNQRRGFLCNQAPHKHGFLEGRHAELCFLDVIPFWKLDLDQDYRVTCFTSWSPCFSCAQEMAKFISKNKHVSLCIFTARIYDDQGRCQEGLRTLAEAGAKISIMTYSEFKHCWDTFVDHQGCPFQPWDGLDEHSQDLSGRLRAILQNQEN
NLRP3 yeast inh = NALP3 inhibition in yeast; AID 2825; Yeast reconstituted NLRP3/ASC/caspase-1, beta-gal luminescence, 24 h; 0.39% of 330,000 active; inhibition, % at 10 µM;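 active = inhibition of 50% or more; inactive = inhibition below 50%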;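 note: plate controls were induced DMSO wells for no effect and uninduced yeast grown without galactose for full effect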
tim10-1 inh = growth inhibitors of tim10-1 mutant yeast; inhibition, % at 20 µM; S. cerevisiae tim10-1 ts strain growth, BacTiter-Glo, 24 h; 2.2% of 330,000 active;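 active = inhibition of at least 40%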;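 note: mutant grown at 25 °C; 0% = DMSO wells with yeast and 100% = wells holding no yeast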
hIAP block = human IAP inhibition | P09923 | purified IAP, CDP-Star luminescence, 30 min | inhibition, % at 10 µM | 0.12% of 330,000 active | AID 2544;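 active = inhibition reaching a set limit with compound at 10 µM in the primary screen, cut at about 35% in these data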;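 note: plate controls were DMSO wells with enzyme for no effect and no-enzyme buffer wells for full effect; values of inactives mirror those of a sister screen read the other way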
mIAP inh = blocks mouse intestinal alkaline phosphatase; inhibition, % at 10 µM; 0.2% of 330,000 active; purified mouse IAP, CDP-Star luminescence, 30 min;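 active = inhibition of at least 40% at 10 µM in the primary screen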;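 note: plate controls were DMSO with enzyme for no effect and no enzyme wells for full effect; values of inactives mirror those of a sister screen read the other way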
mIAP act = mouse IAP activation; muIAP, CDP-Star luminescence, 30 min; active compounds read high; 1 = vehicle-only enzyme signal, 0 = enzyme-free wells; activation factor at 10 µM; 0.24% of 330,000 active;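 active = activation factor of at least 2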; note: the source names both 10 and 20 µM as test concentration; values of inactives mirror those of a sister screen read the other way
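Assay system: mouse IAP enzyme; reagent: chemiluminescent substrate CDP-Star; dosing: test compounds delivered from DMSO solution; schedule: 30 min at room temperature; measured by: luminescence from enzymatic CDP-Star hydrolysis; controls: DMSO-only wells and no-enzyme negative control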
MIN6 prolif = inducers of beta-cell replication in MIN6 cells. MIN6 cells proliferation, ATPlite luminescence, 48 h; cells starved in 0.2% serum; 100% = growth in 10% serum. 0.29% of 330,000 active. proliferation, % at 10 µM;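 active = compounds whose signal lies at least 3.5 SD above the mean of all wells on their plate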;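 note: 0% = DMSO-treated cells in low-serum medium and 100% = 10% serum control; some compounds called inactive have numbers as strong as hits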
* = called active by the depositor; / = not tested or not shown.

no.	mol	TIM10 inh	A3A deaminase	A3G deaminase	NLRP3 yeast inh	tim10-1 inh
1	Cc1ccc(S(=O)(=O)N2CCCCC2)cc1C(=O)N(C)CC(=O)Nc1cccc(F)c1	8	4	0	9	12
2	COc1cc(/C=C2/SC(=O)N(CC(=O)N3CCCC3)C2=O)ccc1Oc1ccc([N+](=O)[O-])cn1	-5	1	-3	25	2
3	O=C1CCC(=O)N1c1ccc(CSc2nc3ccccc3[nH]2)cc1	0	-1	-7	-23	5
4	CCOC(=O)C1=CN(Cc2ccco2)S(=O)(=O)N(C)C1c1cccc(OC)c1 (stereo not given)	-4	4	-2	/	19
5	Cc1cccc(C)c1OCCNC(=O)CCC(=O)c1ccccc1	-3	1	-7	25	24
6	CC(=O)N1CCc2cc(S(=O)(=O)NC(C(=O)NC3CCCc4ccccc43)C(C)C)ccc21 (stereo not given)	7	-2	-1	-6	12
7	FC(F)C(F)(F)C1=CC(c2cccs2)=NCCN1	4	3	-1	4	14
8	O=C(c1cccc(C(F)(F)F)c1)C1CCCN(C(=O)CCCN2CCCC2=O)C1 (stereo not given)	7	-1	-5	-2	8

no.	hIAP block	mIAP inh	mIAP act	MIN6 prolif
1	0	3	0.97	1
2	-6	-7	1.1	-4
3	-9	-2	1	0
4	/	-12	1.1	/
5	13	0	1	0
6	10	-6	1.1	0
7	4	-2	1	1
8	11	-1	1	-3

(list continues)
no.	mol	TIM10 inh	A3A deaminase	A3G deaminase	NLRP3 yeast inh	tim10-1 inh
9	CCOc1ccc(N(CC(=O)NCCSCc2ccc(Cl)cc2)S(C)(=O)=O)cc1	8	-6	-1	17	11
10	CCOC(=O)c1cc(CC)sc1/N=C/C1=C(O)CCCC1=O	-16	1	-4	10	-18
11	COCCNCCCOc1ccc(C)cc1Br	-7	-1	-2	12	4
12	O=C(CC1CCCCC1)N1CCN(c2ccccn2)CC1	-10	-3	-4	14	-7
13	O=C(CSc1ccccn1)N1CCN(c2ccccc2)CC1	5	-10	-5	17	15
14	Cc1cc(/C=N/NC(=O)COc2cccc3cccnc23)c(C)n1-c1ccc(O)cc1	-12	6	0	8	-12
15	COc1ccc(-c2cc(-c3nnc(COC(=O)C4CC4C)o3)c3ccccc3n2)cc1OC (stereo not given)	-4	3	-2	6	6
16	O=S(=O)(c1ccccc1)c1nc(-c2ccccc2F)oc1NCc1cccnc1	20	-9	5	9	7

no.	hIAP block	mIAP inh	mIAP act	MIN6 prolif
9	-7	-9	1.1	-4
10	-8	6	0.94	0
11	9	1	0.99	0
12	-18	-10	1.1	-2
13	-16	-7	1.1	-1
14	11	12	0.88	-2
15	-5	14	0.86	-3
16	-12	-2	1	-5

(cont.)
no.	mol	TIM10 inh	A3A deaminase	A3G deaminase	NLRP3 yeast inh	tim10-1 inh
17	CCCN(CCC)C(=O)Nc1ccc(F)cc1F	-18	1	-3	4	-3
18	O=C(Cn1cnc2ccccc21)OCC(=O)N1CCc2ccccc2C1	6	1	2	-5	11
19	Cc1csc(SCC(=O)Nc2ccc(C)c(F)c2)n1	0	-1	-8	40	-1
20	Cc1ccc(S(=O)(=O)N2CCN(c3nc(CN4CCCC4)nc4sc(C)c(C)c34)CC2)cc1	9	3	-4	12	7
21	CCOC(=O)C1=C(C)Nc2ccccc2N=C1NC(=O)c1ccc(Cl)c(S(=O)(=O)N2CCCC2)c1	9	4	-2	20	2
22	O=[N+]([O-])c1ccc(N2CCN(S(=O)(=O)c3ccc4ccccc4c3)CC2)cc1NCC1CCCO1 (stereo not given)	14	0	-5	21	19
23	Cc1cc(SCNC(=O)c2ccccc2)nc(C(C)C)n1	10	1	-9	9	6
24	CCCN(C(=O)c1ccc(N2CCCC2=O)cc1)c1c(N)n(Cc2ccccc2)c(=O)[nH]c1=O	17	9	-5	17	12

no.	hIAP block	mIAP inh	mIAP act	MIN6 prolif
17	0	5	0.95	-1
18	2	-5	1	0
19	17	9	0.91	0
20	-7	8	0.92	-8
21	20	8	0.92	1
22	-1	14	0.86	-3
23	4	-6	1.1	-4
24	2	-6	1.1	2

2 compounds from above, reduced to tim10-1 inh:
cpd	Molecule	tim10-1 inh
22	O=[N+]([O-])c1ccc(N2CCN(S(=O)(=O)c3ccc4ccccc4c3)CC2)cc1NCC1CCCO1 (stereo not given)	19
23	Cc1cc(SCNC(=O)c2ccccc2)nc(C(C)C)n1	6

The listing continues.
no.	mol	TIM10 inh	A3A deaminase	A3G deaminase	NLRP3 yeast inh	tim10-1 inh
25	c1ccc(-c2nc3nc4ccccc4nc3n2Cc2ccco2)cc1	20	-2	4	2	41*
26	N#Cc1cc2c(nc1SC1CCCCC1O)CCCC2 (stereo not given)	-17	-12	-5	-8	8
27	CCN(CC)S(=O)(=O)c1ccc(NC(=O)COC(=O)c2ccc(Br)o2)cc1	23	1	-2	12	24
28	COc1cccc(C(=O)NCCS(=O)(=O)NCc2ccc(Cl)cc2)c1	-5	-2	-11	-7	-10
29	CSCC[C@H](NC(=O)[C@H]1N2C(=O)c3ccccc3C2SC1(C)C)C(=O)NCc1ccncc1 (stereo not given in full)	7	-2	1	7	8
30	CCN(CC)S(=O)(=O)c1ccc(C(=O)NCc2n[nH]c(=S)n2Cc2ccccc2)cc1	3	0	20	10	17
31	CCOc1ccc2nc(NC(=O)CSCC(=O)Nc3cc(C)on3)sc2c1	-11	0	2	12	-1
32	CCOC(=O)c1c(N)sc(C(O)(C(F)(F)F)C(F)(F)F)c1-c1ccc(OC)cc1OC	16	6	10	14	23

no.	hIAP block	mIAP inh	mIAP act	MIN6 prolif
25	-6	10	0.9	-2
26	-1	5	0.95	1
27	7	-8	1.1	0
28	-6	-4	1	-4
29	-10	-4	1	2
30	-1	0	1	-1
31	3	-4	1	-2
32	-13	-13	1.1	-1

Remaining list, next part.
no.	mol	TIM10 inh	A3A deaminase	A3G deaminase	NLRP3 yeast inh	tim10-1 inh
33	O=C(CNC(=O)c1ccccc1F)NCCOc1ccccc1Cl	7	0	-6	-4	28
34	COc1ccc(/C=C/C(=O)NC2CCN(Cc3ccccc3)CC2)cc1OC	4	3	-1	14	-3
35	O=C(CCC(=O)c1ccc(Oc2ccccc2)cc1)Nc1cccc(Cl)c1Cl	-5	-1	-6	11	10
36	CCOc1ccccc1-c1nnc(SCC(=O)NC2CC3CCC2C3)n1CC (stereo not given)	-3	-1	-7	5	19
37	Cc1cc(C)n2nc(C(F)(F)F)c(-c3ccccc3)c2n1	13	3	-3	21	6
38	O=C(Nc1ccc(NC(=O)c2ccc(Cl)c(S(=O)(=O)N3CCOCC3)c2)cc1)c1ccccc1	-21	2	-1	-1	-12
39	CC(=O)N1N=C(c2ccncc2)OC12CCCCC2	-3	3	3	14	10
40	O=C(COC(=O)CNC(=O)c1ccc(Cl)c([N+](=O)[O-])c1)NC(=O)c1ccccc1	-9	-2	-9	-5	-15

no.	hIAP block	mIAP inh	mIAP act	MIN6 prolif
33	-24	-2	1	2
34	6	4	0.96	3
35	4	0	0.99	-4
36	-24	0	1	3
37	3	6	0.94	1
38	-15	-6	1.1	9
39	-15	1	0.99	0
40	-1	4	0.96	0

Other compounds
no.	mol	TIM10 inh	A3A deaminase	A3G deaminase	NLRP3 yeast inh	tim10-1 inh
41	Cc1cc2oc(=O)cc(C)c2c(=O)o1	-1	-3	-6	4	10
42	Cc1cc(C)cc(NC(=O)c2nccnc2C(=O)O)c1	-2	0	-6	15	-15
43	COc1ccc(N2CCN(C(=O)C3CCCN3S(=O)(=O)c3cccc4nsnc34)CC2)cc1 (stereo not given)	13	-1	-4	2	14
44	CCOc1ccc(C(CC(=O)O)n2cnnn2)cc1 (stereo not given)	-5	-3	-5	-1	-7
45	CC(c1ccccc1)C1CC(=O)N(c2ccccc2)C1=O (stereo not given)	0	-2	-4	24	-1
46	COc1nc2c(c(-c3cc(Br)cs3)c1C#N)Cc1ccccc1-2	3	2	-10	15	-16
47	COc1ccc(C(=O)OCC(=O)N2CC(=O)Nc3ccccc32)cc1Br	-7	1	-12	-1	-25
48	CN(C)CCOc1ccc2ccccc2c1	-6	-2	-5	-1	-5

no.	hIAP block	mIAP inh	mIAP act	MIN6 prolif
41	5	0	1	-2
42	-8	5	0.95	-1
43	8	4	0.96	-3
44	22	5	0.95	1
45	-25	-12	1.1	1
46	6	-4	1	-3
47	-8	1	0.99	3
48	-7	0	1	-4

Other results follow:
no.	mol	TIM10 inh	A3A deaminase	A3G deaminase	NLRP3 yeast inh	tim10-1 inh
49	COC(=O)Cn1c(=NC(=O)c2cc(-c3cccs3)nc3ccccc23)sc2cc(S(N)(=O)=O)ccc21	12	4	0	25	31
50	CCOC(=O)/C(C#N)=C/c1ccc(OCC(=O)Nc2cc(C)ccc2C)c(OC)c1	-9	-1	-2	-1	20
51	COc1ccccc1C(=O)Nc1nnc(S(=O)(=O)N(C)Cc2ccccc2)s1	23	-3	-8	7	11
52	COc1cc(SC)ccc1C(=O)N1CCCc2ccccc21	9	-5	-4	26	4
53	CCn1nc(NS(=O)(=O)c2ccc([N+](=O)[O-])cc2)c2cc3cccc(C)c3nc21	4	-4	-3	14	35
54	COc1ccc2c(c1)C(C)=CC(C)(C)N2C(=O)CNCc1ccc2c(c1)OCO2	16	3	1	20	36
55	O=C(Cn1nc(C(=O)O)c2ccccc2c1=O)NC12CC3CC(CC(C3)C1)C2	68*	-1	-5	11	37

no.	hIAP block	mIAP inh	mIAP act	MIN6 prolif
49	-17	19	0.81	0
50	-7	3	0.97	2
51	-2	14	0.86	-1
52	7	0	1	0
53	-10	15	0.85	-3
54	-38	-6	1.1	-3
55	0	-4	1	0

Compounds listed so far that contain a COOH group, in the order listed:
no.	mol	TIM10 inh	A3A deaminase	A3G deaminase	NLRP3 yeast inh	tim10-1 inh
42	Cc1cc(C)cc(NC(=O)c2nccnc2C(=O)O)c1	-2	0	-6	15	-15
44	CCOc1ccc(C(CC(=O)O)n2cnnn2)cc1 (stereo not given)	-5	-3	-5	-1	-7
55	O=C(Cn1nc(C(=O)O)c2ccccc2c1=O)NC12CC3CC(CC(C3)C1)C2	68*	-1	-5	11	37

no.	hIAP block	mIAP inh	mIAP act	MIN6 prolif
42	-8	5	0.95	-1
44	22	5	0.95	1
55	0	-4	1	0
